Screening data from PubChem.
BLM inh = qHTS Assay for Inhibitors of Bloom's syndrome helicase (BLM). recombinant BLM DNA unwinding, fluorescence dequenching. Potency, µM (titrated, usually from 56.1 µM), inactives show top-dose activity change, negative = inhibition, most hits filed as inhibitors. 350,000 tested, 0.2% active. AID 2528, 2010;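 further: potency means the concentration at half of the fitted maximal effect; plate controls were vehicle for no effect and no enzyme for full effect; nearly all actives have a fitted effect of over 35% in size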
Pol beta inh = qHTS Assay for Inhibitors of DNA Polymerase Beta | P06746 | Pol beta primer extension/strand displacement, fluorescence kinetic | Potency, µM (titrated, usually from 114 µM), without a hit: at the top dose activity change, negative = inhibition, actives largely listed as inhibitors | 340,000 tested, 1.3% active; further: potency means the concentration at half of the fitted maximal effect; on the % scale 0 is the no-effect control and ±100 the full control effect
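Enzyme-only controls used 10 nM Pol beta; buffer lacking enzyme served as negative control. Compound preincubated 15 min, then 50 nM substrate added; 0 and 10 min reads at room temperature.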
Apoferritin bind = qHTS Assay for Identification of Novel General Anesthetics; Ferritin light chain (Equus caballus), P02791; apoferritin/1-aminoanthracene competitive binding, fluorescence; Potency, µM (highest dose often 77.5 µM), for inactives: top-dose activity change, negative = displacement, usual class: inhibitors; 350,000 tested, 0.074% active; further: potency means the concentration at half of the fitted maximal effect; on the % scale 0 is the no-effect control and ±100 the full control effect; nearly all actives have a fitted effect of over 20% in size
Target sequence (P02791 2-175 limits assumed): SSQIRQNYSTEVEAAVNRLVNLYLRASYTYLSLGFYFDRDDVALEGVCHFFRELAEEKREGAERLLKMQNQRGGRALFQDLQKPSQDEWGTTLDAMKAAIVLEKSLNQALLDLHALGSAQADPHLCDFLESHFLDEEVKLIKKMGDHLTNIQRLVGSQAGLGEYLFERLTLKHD
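10 uM apoferritin + 50% sat. 1-AMA, PBS; cpd 10 min RT; Ex380/Em535 endpoint; normalized to free probe vs complex; 4-param Hill fit; propofol titration as pos. ctrl.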
Pol eta inh = qHTS for Inhibitors of Polymerase Eta | recombinant Pol eta, fluorescent DNA replication assay | Potency, µM (top dose mostly 114 µM), without a hit: at the top dose activity change, negative = inhibition, actives largely listed as inhibitors | 390,000 tested, 1.2% active | AID 588591, 2011; further: potency means the concentration at half of the fitted maximal effect; on the % scale 0 is the no-effect control and ±100 the full control effect
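Fluorescent replication assay: 50 nM final substrate added after a 15 min room-temperature compound preincubation with 10 nM enzyme. Signal taken at 0 min and again at 10 min.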
GRP78 ERSR act = qHTS for Inducers of the Endoplasmic Reticulum Stress Response (ERSR) in Human Glioma: qHTS; 420,000 tested, 0.02% active; Potency, µM, without a hit: top-dose activation, actives largely listed as activators; AID 602332, 2012; U87-MG GRP78 promoter luciferase reporter, 16 h; further: potency means the concentration at half of the fitted maximal effect; series mostly up to about 76 µM; % of control where 0% means no effect; nearly all actives have a fitted effect of over 35% in size
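Stably transfected U87-MG glioma cells carrying a GRP78-based luciferase sensor; 16 h compound incubation. Luminescence end-point read 10 min after Bright-Glo addition at room temperature.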
APEX1 inh = qHTS Assay for Inhibitors of the Human Apurinic/apyrimidinic Endonuclease 1 (APE1); recombinant APE1, TAMRA/BHQ-2 abasic DNA cleavage fluorescence; Potency, µM (doses to about 65.8 µM), for the others: top-dose activity change, negative = inhibition, usual class: inhibitors; 350,000 tested, 0.35% active; AID 2517, 2012;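 further: potency means the concentration at half of the fitted maximal effect; plate controls were vehicle for no effect and reference inhibitor for full effect; nearly all actives have a fitted effect of over 55% in size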
Target sequence (P27695 whole entry, looked up): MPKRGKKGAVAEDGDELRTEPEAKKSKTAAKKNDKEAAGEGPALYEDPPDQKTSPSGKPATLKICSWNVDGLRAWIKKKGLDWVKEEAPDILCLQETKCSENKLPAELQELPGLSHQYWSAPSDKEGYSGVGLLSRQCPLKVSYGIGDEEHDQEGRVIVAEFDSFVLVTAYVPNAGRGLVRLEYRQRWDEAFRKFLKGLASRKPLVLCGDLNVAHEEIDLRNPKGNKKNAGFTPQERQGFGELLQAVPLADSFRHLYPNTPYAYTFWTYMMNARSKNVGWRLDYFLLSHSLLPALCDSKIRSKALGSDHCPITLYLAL
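Step 1: APE1 (0.75 nM) with compound, 15 min RT. Step 2: add 50 nM fluorophore/quencher THF duplex. Step 3: three fluorescence reads 60 s apart (525/598 nm); read 3 minus read 1 = reaction progress.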
POLK inh = qHTS for Inhibitors of Polymerase Kappa; DNA polymerase kappa (Homo sapiens), Q9UBT6; purified Pol kappa, fluorescent DNA synthesis assay, 10 min; Potency, µM (highest dose often 107 µM), for inactives: top-dose activity, negative = inhibition, hits mostly inhibitors; 400,000 tested, 0.53% active; AID 588579, 2011; further: potency means the concentration at half of the fitted maximal effect; on the % scale 0 is the no-effect control and ±100 the full control effect
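Fluorescent qHTS in 1536-well format: enzyme (10 nM) and compound sat 15 min at room temperature before 50 nM substrate (final) was added. Signal taken at 0 and 10 min; no-enzyme buffer wells were negative controls.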
LDHA inh = qHTS assay for inhibitors of human lactate dehydrogenase | AID 1347041, 2019 | activity change, % (values are at about 110 or 230 µM) | purified LDHA, NADH/diaphorase-resazurin fluorescence; active compounds read low | 480,000 tested, 0.15% active; in the data active means activity change below about -30%; inconclusive means mostly about -25% to -30%;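 further: plate controls were DMSO wells for no effect and wells without enzyme for full effect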
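Resorufin fluorescence (ex540/em590), read at 0 and 20 min after diaphorase/resazurin addition, reports the NADH left after a 5 min room-temperature reaction of 2 nM human LDH5 with 0.06 mM NADH and 0.2 mM pyruvate.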
Pol iota inh = qHTS for Inhibitors of Polymerase Iota. Pol iota fluorescent replication assay, 10 min. Potency, µM (titrated, usually from 115 µM), without a hit: top-dose activity, negative = inhibition, most hits filed as inhibitors. 390,000 tested, 1% active. AID 588590, 2011; further: potency means the concentration at half of the fitted maximal effect
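Fluorescent replication assay read twice, at 0 min and 10 min after adding 50 nM (final) substrate. Enzyme (10 nM) and compounds were first incubated 15 min at room temperature; enzyme-free buffer wells were negative controls.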
* hit, by the source's call; ? = inconclusive; / = no result given; & = joins results of further samples; [ ] = remark or other dose. Unless noted, the call rests on the fitted dose curve; in most records, active means well fitted curve in the direction sought with a large enough effect; inconclusive means small, poorly fitted or top-dose-only effect, or another doubt; inactive means no such curve, though single readings can be large; an effect the other way counts as inactive or inconclusive.

SMILES | BLM inh | Pol beta inh | Apoferritin bind | Pol eta inh | GRP78 ERSR act | APEX1 inh | POLK inh | LDHA inh | Pol iota inh
COc1ccc(NC(=O)Nc2ccc(N3CCCC3=O)cc2)cc1OC | -3% | 28% | -14% | -13% | -2% | -3% | ? | 1 | 3%
COc1ccc(S(=O)(=O)NCc2ccccn2)cc1NC(=O)c1ccccc1F | -13% | ? | -3% | -7% | -3% | 18% | -1% | -9 | ?
CN(C)S(=O)(=O)c1ccc(C(=O)N2CCN(S(=O)(=O)c3cccs3)CC2)cc1 | -1% | 9% | -1% | 0% | -2% | 0% | 0% | -1 | 33%[activator]
O=C(Nc1ccc(F)c(Cl)c1)N1CC=C(c2c[nH]c3ccccc23)CC1 | -10% | -14% | -9% | -4% | -6% | / | -10% | -6 | 1%
CC(=O)Nc1ccc2nc(NC(=O)c3cccs3)sc2c1 | -13% | ? | 9% | ? | -9% | 0% | -26% | -11 | -17%
COc1ccc(CNC(=O)Cn2nnc(-c3ccc(S(C)(=O)=O)cc3)n2)cc1 | -5% | -2% | 5% | -3% | -1% | / | -4% | -8 | -15%
C/C(=N\NC(=O)Cc1ccc(Cl)cc1)c1ccccn1 | -2% | 18% | -23% | -1% | -4% | 2% | -3% | -12 | -13%
O=c1c(-c2ccc(F)cc2)coc2cc(O)ccc12 | -5% | 42% | 5% | -3% | 3% | -8% | -5% | 2 | -8%
CCN1CCN(c2cc(C)c3cc(NC(=O)c4cc(Cl)ccc4OC)ccc3n2)CC1 | 0% | -8% | 133%[activator] | 2% | -7% | / | 2% | 8 | -9%
CSc1cccc(NC(=O)CCn2c(=O)c3cccn3c3cccnc32)c1 | -1% | -1% | -4% | -16% | -5% | -1% | -14% | -9 | -2%
Cc1c(Cl)cn2c(=O)cc(CN3CCN(c4ccccc4)CC3)nc2c1Cl | -13% | -3% | -6% | -2% | -2% | -5% | -5% | 3 | 59%[activator]
CCC(=O)N1COC[C@@H]1Cc1ccccc1 | -13% | 25% | -12% | -8% | -4% | 22% | -1% | -10 | 19%
Cc1ccc(C)c(NC(=O)Cn2c(=O)n(-c3ccccc3C)c(=O)c3c2c2cc(C)ccc2n3C)c1 | -3% | -23% | 1% | -12% | 0% | / | -10% | -1 | ?
COc1cc(N)c2ncccc2c1Cl | / | / | / | -4% | 0% | / | -10% | 37 | 48%[activator]
COC(=O)c1cc(NC(=O)CCc2c(C)nc3nc(C)nn3c2C)cc(C(=O)OC)c1 | 1% | -28% | -15% | -13% | -1% | / | -8% | 1 | -9%
CCSc1nnc(NC(=O)CC(C)C)s1 | -1% | 10% | -10% | -1% | 8% | 14% | -3% | 0 | 3%
CC1=NN(c2nc3ccccc3s2)C(O)(C(F)(F)F)C1 (configuration not stated) | -5% | 18% | -3% | -16% | -3% | 7% | 0% | -3 | -12%
COC(=O)[C@@]1(C)[C@H]2C(=O)N(Cc3ccccc3)C(=O)[C@H]2[C@H]2CN=C(SCc3ccc(Cl)cc3)N21 | / | / | / | -19% | -3% | -19% | -15% | -4 | -12%
CN(CC(=O)N(CCO)Cc1ccccc1)S(=O)(=O)c1ccc2c(c1)c(=O)n(C)c(=O)n2C | 2% | 25% | -8% | -3% | -2% | -6% | -4% | -15 | 1%
Cc1cccc(C)c1NC(=O)CSCc1cnn(-c2ccccc2)c1-n1cccc1 | -10% | -13% | -5% | 7% | -4% | / | -14% | 2 | 21%
CN(CCOc1ccccc1)C(=O)C1CCC(=O)N(CCCN2CCCC2=O)C1 (configuration not stated) | 1% | 3% | -6% | -15% | 1% | 24% | 7% | -1 | -10%
COc1ccc(NC(=O)c2cnc(SC)nc2)cc1 | -3% | 27% | -2% | -6% | -1% | 15% | -9% | -12 | -7%
Cc1ccc(CCNC(=O)CCCn2nc(C)c3c(C)n(-c4ccccc4)nc3c2=O)cc1 | -1% | -1% | -3% | 13% | 4% | / | -16% | -5 | ?
NC(=O)CC(NC(=O)Cc1ccc(Br)cc1)c1ccc(N2CCC(Cc3ccccc3)CC2)c([N+](=O)[O-])c1 (configuration not stated) | -2% | -2% | -15% | -8% | -9% | -2% | -1% | -15 | -7%
CC(C)(C)C(=O)Cn1c(=O)n(-c2ccc(Cl)c(Cl)c2)c(=O)c2c3c(sc21)CCCC3 | -8% | 4% | 10% | -7% | -4% | / | -18% | -10 | -2%
Cc1ncsc1CCC(=O)N1CCCC(C(=O)c2cccc(Cl)c2)C1 (configuration not stated) | -1% | 41% | -11% | 2% | -5% | 1% | 10% | 2 | 13%
NS(=O)(=O)c1ccc(CNC(=S)NC2CCCCC2)cc1 | -2% | -9% | 2% | -2% | -3% | 0% | -10% | -9 | 12%
O=C(NC1CCCCC1)c1cc2cc(Br)ccc2o1 | -2% | 34% | -8% | -12% | 2% | 4% | -2% | -3 | 23%
CCn1c(C2CCN(Cc3ccccc3)CC2)n[nH]c1=S | -2% | ? | -4% | -1% | -3% | -6% | 4% | -4 | -5%
C[C@H](CO)N1C[C@H](C)[C@@H](CN(C)C(=O)Nc2ccccc2)Oc2ccc(NS(=O)(=O)c3ccc(F)cc3)cc2C1=O | / | / | / | -18% | 2% | 0% | 5% | -2 | 42%[activator]
COc1cccc(Nc2ccc(C(=O)O)cc2N)c1 | -17% | 8% | 49%[activator] | -7% | 3% | 2% | -11% | 0 | 107%[activator]
COc1cc(OC)c(NC(=O)Cc2c(C(=O)O)c(C)cn2C)cc1Cl | 0% | 3% | -7% | -1% | -2% | / | -7%[60.1 µM] | 3 | -1%
COc1ccccc1/C=C/CN1CCC(CO)(Cc2ccccc2)CC1 | 3% | 8% | -7% | -15% | -1% | -5% | 6% | -8 | -17%
CCCn1c(Sc2nnnn2-c2ccccc2)n[nH]c1=O | -2% | 59% | -5% | -11% | -4% | -5% | 4% | -4 | 18%
COC(=O)C1C(=O)NCC1c1ccc(C)cc1 (configuration not stated) | -2% | 25% | -11% | -6% | -2% | 1% | -4% | -11 | 7%
O=C(CSc1nc2[nH]ncc2c(=O)n1-c1ccccc1Br)NCc1ccco1 | -1% | 3% | -15% | -9% | -1% | -11% | -9% | -10 | 16%
O=C(O/N=C1\CCCc2ccccc21)c1ccc(F)cc1 | -2% | -3% | -7% | 3% | 0% | 0% | -3% | -1 | 0%
CCc1cccc(NC(=O)Cn2c(=O)ccc3cc(S(=O)(=O)N4CCC(C)CC4)ccc32)c1 | 3% | -9% | 44%[activator] | -12% | -6% | / | 8%[60.1 µM] | -1 | 10%
CCOc1ccc(NS(=O)(=O)c2ccc3[nH]cc(C(=O)NCCOC)c(=O)c3c2)cc1 | -3%&-1% | -28%&-10% | ? | ? | -1%&-1% | -6% | -16%&-4% | -4&-5 | -2%&-25%
Cn1c(=O)c2ccccc2n(CC(=O)NC2CCCCC2)c1=O | 0% | -1% | -10% | 9% | -3% | -9% | 0% | -3 | 4%

3 of the entries above in order of the LDHA inh value, rising.
mol	LDHA inh
COc1ccc(S(=O)(=O)NCc2ccccn2)cc1NC(=O)c1ccccc1F	-9
CCc1cccc(NC(=O)Cn2c(=O)ccc3cc(S(=O)(=O)N4CCC(C)CC4)ccc32)c1	-1
O=c1c(-c2ccc(F)cc2)coc2cc(O)ccc12	2

The list continues:
SMILES | BLM inh | Pol beta inh | Apoferritin bind | Pol eta inh | GRP78 ERSR act | APEX1 inh | POLK inh | LDHA inh | Pol iota inh
CC1=C(C(N)=O)C(c2cccc(C)c2)n2nc(-c3cccc(C)c3)nc2N1 (configuration not stated) | -1% | -1% | -10% | -5% | -2% | / | 0% | 1 | 37%[activator]
CC(=O)Nc1cccc(C(=O)OCC(=O)Nc2ccc(Cl)cn2)c1 | / | / | / | -13% | 5% | 10% | 7% | -1 | 41%[activator]
O=[N+]([O-])c1cc(C(F)(F)F)ccc1NC1CCN(Cc2ccccc2)C1 (configuration not stated) | -2% | 84% | -4% | -14% | -8% | 3% | 1% | 1 | 20%
Cc1cc2c(=O)oc(-c3ccccc3Br)nc2s1 | -11% | 1% | -24% | -16% | 1% | -2% | 3% | -3 | ?
Clc1ccccc1C(c1nnnn1Cc1ccco1)N1CCN(Cc2ccco2)CC1 (configuration not stated) | -5% | -2% | -18% | -11% | -7% | -4% | -1% | 6 | -10%
Cc1ccc(CCNC(=O)C(C)n2nc(C)c3c(C)n(-c4ccc(C)cc4)nc3c2=O)cc1 (configuration not stated) | -3% | 108% | ? | -3% | 4% | / | -1% | -4 | 5%
N#Cc1c(/N=C/c2ccc(Br)s2)sc2c1CCC2 | -3% | 0% | 7% | -11% | 7% | 6% | -13% | -4 | -14%
CCn1c(SCC(=O)c2ccc(O)c(O)c2)nnc1-c1ccc(C)cc1 | -4% | -46% | -22% | 10µM* | ? | ? | 28µM* | 11 | -51%
O=C1CC(c2nc3ccccc3[nH]2)CN1Cc1ccccc1 (configuration not stated) | -1% | -3% | 3% | -5% | 0% | -3% | 4% | -6 | -12%
Cc1ccccc1-c1nnc(CN2CCN(c3ccccn3)CC2)o1 | 0% | 12% | -2% | -6% | -2% | / | 0% | -5 | -18%
CC1CCCN(C(=O)c2cc3ccccc3cc2O)C1 (configuration not stated) | 0% | 4% | ? | -16% | 0% | 36% | -6% | 1 | 48%[activator]
Cc1ccc2oc(C(=O)Nc3ccc(S(=O)(=O)Nc4ncccn4)cc3)c(C)c2c1 | -2% | 1% | -2% | -11% | -2% | 54%[activator] | -12% | -1 | 6%

An excerpt; rates above refer to the full screens.
